# IMPase Li inh: IMPase inhibition in cells with lithium potentiation. AID 1457. 0.35% of 210,000 active. Potency, µM (highest dose often 59.4 µM), for inactives: top-dose activity, negative = IMPase inhibition, usual class: inhibitors. CHO-M1 cells, IP1 TR-FRET (IP-One), carbachol + lithium;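 further: IP1 builds up when IMPase is blocked and the TR-FRET signal falls; potency means the concentration at half of the fitted maximal effect; plate controls were basal vehicle for no effect and high inhibitor control for full effect; nearly all actives have a fitted effect of over 50% in size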
#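 Concentration–response in CHO-M1 cells, lithium-potentiated; 30 min at 37C. IP1 detected by competitive TR-FRET after 10 min lysis at RT. Hill-fitted AC50.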
# L3MBTL1 block: inhibitors of human L3MBTL1 | AlphaScreen L3MBTL1–H3K9me1 peptide binding | Q9Y468 | 0.66% of 230,000 active | Potency, µM (doses to about 57.1 µM), for the others: at the top dose activity, negative = inhibition, most hits filed as inhibitors | AID 485360; further: potency means the concentration at half of the fitted maximal effect; on the % scale 0 is the no-effect control and ±100 the full control effect; nearly all actives have a fitted effect of over 60% in size
#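 AlphaScreen proximity signal between nickel-chelate acceptor and streptavidin donor beads (final 10 ug/mL) reports binding of 50 nM L3MBTL1 to 75 nM biotin-H3 K9me1 peptide; complex incubated with compounds 30 min at room temperature; cefsulodin titration as control.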
# CBFb-RUNX1 inh: CBF-beta/RUNX1 interaction disruption; Q01196+Q13951; AlphaScreen CBFb-His/RUNX1-biotin binding, biochemical; Potency, µM (highest dose often 59.8 µM), for inactives: top-dose activity, negative = inhibition, actives largely listed as inhibitors; 230,000 tested, under 10 active; further: % of control where 0% means no effect
# Target sequence (Q01196 whole entry, looked up): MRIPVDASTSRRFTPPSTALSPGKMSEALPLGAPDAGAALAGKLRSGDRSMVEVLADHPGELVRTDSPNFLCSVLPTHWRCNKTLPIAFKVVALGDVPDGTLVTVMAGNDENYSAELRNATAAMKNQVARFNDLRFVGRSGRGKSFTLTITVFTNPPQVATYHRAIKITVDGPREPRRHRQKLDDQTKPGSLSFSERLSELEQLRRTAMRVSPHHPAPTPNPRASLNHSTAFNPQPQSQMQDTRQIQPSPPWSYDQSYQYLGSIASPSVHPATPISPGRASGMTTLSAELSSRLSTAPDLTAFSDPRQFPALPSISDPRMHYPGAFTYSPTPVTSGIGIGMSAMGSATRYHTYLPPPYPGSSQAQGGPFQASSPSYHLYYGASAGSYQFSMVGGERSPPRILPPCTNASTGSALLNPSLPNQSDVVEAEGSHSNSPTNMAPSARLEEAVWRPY
# Target sequence (Q13951 whole entry, looked up): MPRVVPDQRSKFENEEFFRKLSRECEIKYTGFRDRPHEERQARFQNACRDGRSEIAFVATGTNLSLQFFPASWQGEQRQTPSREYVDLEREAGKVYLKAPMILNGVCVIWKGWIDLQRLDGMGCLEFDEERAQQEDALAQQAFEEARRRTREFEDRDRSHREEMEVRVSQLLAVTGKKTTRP
#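 Proteins preincubated together for 20 min at RT before compound addition; 15 min later, nickel and streptavidin beads were added and left 90 min prior to AlphaScreen measurement.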
# Luc counter: counter-screen: inhibitors of Kinase-Glo firefly luciferase | Q27757 | AID 1379 | Kinase-Glo luciferase, ATP luminescence, 8 min | 0.28% of 200,000 active | Potency, µM (doses to about 38.3 µM), for the others: at the top dose activity change, negative = inhibition, usual class: inhibitors; further: potency means the concentration at half of the fitted maximal effect; on the % scale 0 is the no-effect control and ±100 the full control effect; nearly all actives have a fitted effect of over 60% in size
#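 Inhibition of Kinase-Glo luciferase light generation was assessed at 10 uM ATP in pH 7.2 imidazole buffer, with luminescence measured after eight minutes at ambient temperature.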
# Epigenetic derep: epigenetic control regulation, reporter derepression; murine LDR cells, GFP reporter derepression, 30 h; Potency, µM (top dose mostly 53.9 µM), for inactives: top-dose GFP activation, actives largely listed as activators; 0.2% of 280,000 active; AID 1865; further: potency means the concentration at half of the fitted maximal effect; % of control where 0% means no effect; nearly all actives have a fitted effect of over 60% in size
#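 In this reporter-derepression format, murine cells bearing a silenced integrated CMV-GFP locus incubate with test compound (30 h, 37 C), then are washed and imaged; fluorescent objects of 20–120 um count as induced cells.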
# NPSR antagonist: blocks cAMP signaling of the human neuropeptide S receptor. Potency, µM (highest dose often 38.3 µM), for the others: top-dose activity change, negative = inhibition, hits mostly inhibitors. 1% of 220,000 active. CHO-NPSR cells, cAMP TR-FRET, antagonist mode. AID 1461; further: potency means the concentration at half of the fitted maximal effect; on the % scale 0 is the no-effect control and ±100 the full control effect; nearly all actives have a fitted effect of over 50% in size; many of its hits are not listed in these tables
# Target sequence (Q6W5P4 whole entry, looked up): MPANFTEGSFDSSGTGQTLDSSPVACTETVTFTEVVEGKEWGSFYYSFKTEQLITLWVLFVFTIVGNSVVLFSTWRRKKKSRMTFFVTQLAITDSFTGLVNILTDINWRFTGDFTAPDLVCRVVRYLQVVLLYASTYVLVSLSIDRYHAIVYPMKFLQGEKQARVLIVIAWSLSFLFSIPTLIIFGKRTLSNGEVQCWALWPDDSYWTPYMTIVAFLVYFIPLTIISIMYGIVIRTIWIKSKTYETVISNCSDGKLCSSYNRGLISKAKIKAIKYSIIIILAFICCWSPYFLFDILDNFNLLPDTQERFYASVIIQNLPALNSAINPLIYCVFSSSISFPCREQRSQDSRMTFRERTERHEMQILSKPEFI
# HTT aggregate: reduces HttQ103-GFP aggregates in PC12 cells; PC12 HttQ103-GFP aggregates, Acumen cytometry, 40 h; Potency, µM (titrated, usually from 46.1 µM), without a hit: at the top dose activity change, negative = inhibition, most hits filed as inhibitors; 1.1% of 220,000 active; further: potency means the concentration at half of the fitted maximal effect; on the % scale 0 is the no-effect control and ±100 the full control effect; nearly all actives have a fitted effect of over 60% in size
#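 Aggregate formation scored by laser-scanning cytometer (488 excitation, 500–530 emission) in lysed PC12 cells expressing Q103-GFP after 100 nM tebufenozide induction; library tested in dose series, with ATPLite reagent added in the multiplex.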
# Active calls of the source: *; ? = inconclusive; . = not tested or not shown; & = joins results of further samples; [ ] = remark or other dose. The call rests on the fitted dose curve; in most records, active means well fitted curve in the direction sought with a large enough effect; inconclusive means small, poorly fitted or top-dose-only effect, or another doubt; inactive means no such curve, though single readings can be large; an effect the other way counts as inactive or inconclusive. Not all compounds are listed (hit frequency here may not be typical).
canonical_smiles,IMPase Li inh,L3MBTL1 block,CBFb-RUNX1 inh,Luc counter,Epigenetic derep,NPSR antagonist,HTT aggregate
COc1ccc(C(=O)CSc2nnc(CCc3ccccc3)n2-c2ccccc2)cc1,.,-1%,3%,.,?,-26%[46.1 µM],?
Fc1ccc(-c2cn3cc(C(F)(F)F)cc(Cl)c3n2)cc1,-14%[38.3 µM],14%,8%,-6%,0.0%,-3%[46.1 µM],11%
Cc1ccccc1-n1nc(C)c2c(C(=O)NN)cc(-c3ccncc3)nc21,-3%,.,3%,-3%,8.3%,4%,-4%
Cc1cc(/C=C2/C(=N)N3C(=NC2=O)SN=C3S(C)(=O)=O)c(C)n1-c1ccccc1,3%,.,-14%,-5%,-1.2%,-43%,3%
COc1ccc(NCc2nnc(SCC(=O)Nc3ccccc3)n2C)cc1,1%,.,0%,1%,-0.6%,-3%,8%
CCn1cc(CN2CCN(Cc3ccc(C)o3)C(CCO)C2)c2ccccc21 (stereo unspecified),16%,-17%,5%,0%,1.1%,8%,-16%[9.22 µM]
COc1ccc(C(=O)NC(=S)NNC(=O)c2ccc(NC(C)=O)cc2)cc1Br,6%,15%,?,0%,0.0%,49%,-4%[9.22 µM]
CC(C)C(=O)NC(=S)Nc1ccc(S(=O)(=O)N2CCN(C)CC2)cc1,-4%,9%,-20%,-4%,-1.3%,22%,16%
CCOC(=O)c1sc2nc3c(SCC(=O)O)cc(C(=O)c4ccccc4O)cn3c(=O)c2c1C,15%,?,?,-10%,-1.5%,-19%,19%
CCOC(=O)C1=C(CP(=O)(c2ccccc2)c2ccccc2)NC(=O)NC1c1ccc(OC)cc1 (stereo unspecified),0%,-1%,-1%,0%,1.1%,11%,0%
Cn1c(N)c(C(=O)COC(=O)CSc2ccccc2)c(=O)n(C)c1=O,-12%,-11%,-14%,8%,2.1%,27%,3%
COc1ccc([N+](=O)[O-])cc1N(CC(=O)NC1CCCC1)S(C)(=O)=O,7%,8%,1%,2%,-1.2%,2%,-13%
CCOc1nc(Nc2ccc(F)cc2)nc(N2CCN(c3ccc(OC)cc3)CC2)n1,33%[activator][38.3 µM],.,-17%,6%,0.7%,?,-15%[1.84 µM]
O=C1C(Cc2ccccc2)NC(=S)N1c1ccccc1 (stereo unspecified),-3%[38.3 µM],5%,6%,-1%,1.5%,-17%[46.1 µM],23%
CCCCc1c(C)nc(N2CCCC2)[nH]c1=O,.,4%,7%,.,-1.0%,-14%,-27%[9.22 µM]
CCOC(=O)Nc1nc2ccccc2s1,-3%[38.3 µM],.,-6%,-9%,-0.1%,-4%[46.1 µM],11%
Cn1c(=O)c(C(=O)CSc2ccccc2)c(N)n(Cc2ccccc2)c1=O,7%,.,6%,-4%,1.9%,-29%,-12%
Cc1c(NC(=O)CSc2nc3ccccc3[nH]2)c(=O)n(-c2ccccc2)n1C,7%[38.3 µM],2%,8%,16%,-4.3%,2%[46.1 µM],10%
N#CC1=C(Nc2ccccc2)SC=C(c2ccc(F)cc2)N=C1N1CCOCC1,-9%[38.3 µM],8%,0%,0%,-1.8%,-6%[46.1 µM],6%
CCOC(=O)Cn1c(=O)c2c(nc3n2CCN3Cc2ccccc2)n(C)c1=O,1%[38.3 µM],1%,6%,-3%,0.0%,-6%[46.1 µM],7%
COc1ccc(OCc2nnc(SCC(=O)N3CCOCC3)o2)cc1,7%,-6%,5%,7%,-3.1%,-3%,-18%[9.22 µM]
C[C@@H]1CC[C@@]2(O[C@H](CCO)C[C@@H](O)[C@@H]2O)O1,3%,3%,-3%[2.36 µM],0%,-0.5%,11%,8%
Cc1cc2c(c(Sc3ccccc3)n1)C(=O)OC2,7%[38.3 µM],37%[activator][11.4 µM],11%,4%,-2.1%,4%[46.1 µM],28%
FC(F)(F)c1cc(-c2ccccn2)nc2cc(-c3ccccc3)nn12,.,59%[activator],29%,.,-0.4%,-3%[7.67 µM],-4%[9.22 µM]
CC(/C=C/c1ccco1)=N\NC(=O)CNc1cccc(C)c1,?,-21%,-25%,-1%,-1.1%,-19%,-16%
O=C(CCS(=O)(=O)c1cccc2nsnc12)NC1CCCCC1,-5%[38.3 µM],2%,-4%,-1%,-1.1%,-3%[46.1 µM],8%
CCc1nnc(NC(=O)CSc2nnc(Cc3ccccc3)o2)s1,3%[38.3 µM],.,-5%,-3%,1.9%,-11%[46.1 µM],6%
COc1ccc(NC(=O)c2ccco2)cc1NC(=O)c1cccnc1,10%[38.3 µM],-6%,7%,-1%,-1.1%,1%[46.1 µM],3.2µM*
Cn1c(=O)n(C)c2cc(NC(=O)c3cc4ccccc4o3)ccc21,26%[38.3 µM],.,3%,3%,-1.1%,-23%[46.1 µM],?
O=C(Nc1ccc(Cl)c(S(=O)(=O)N2CCOCC2)c1)c1ccccn1,14%,-14%,-11%,-2%,-2.0%,-12%,-2%
C=CCN(c1cccc(C(F)(F)F)c1)S(=O)(=O)c1cccc(C(=O)OCC(=O)NC)c1,.,7%,-1%,.,0.1%,-7%[46.1 µM],?
Fc1ccc(-c2ccc(Nc3cccc(F)c3)nn2)cc1,0%,-7%,-2%,0%,0.0%,-17%,-2%[9.22 µM]
N#Cc1c2n(c(=S)n(-c3ccc(F)cc3)c1=O)CCCCC2,19%,-8%,-9%,1%,-1.0%,-14%,-3%
Cc1ccc(-c2nc(CCN3C(=O)c4ccccc4C3=O)cs2)cc1,9%[38.3 µM],10%,10%,0%,1.1%,-19%[46.1 µM],-6%
NC(=O)COc1ncn(-c2ccccc2)n1,20%[38.3 µM],.,4%,0%,-1.2%,0%[46.1 µM],13%
CC(=O)Nc1ccc(NC(=O)CSc2nnc(-c3ccc(NS(C)(=O)=O)cc3)n2C)cc1C,12%,3%,-2%,2%,0.1%,10%,?
CSc1nc(C)cc(SCCO)n1,14%[38.3 µM],2%,-2%,0%,-1.1%,7%[46.1 µM],-7%
CC(C)N(Cc1nc(-c2ccc(Cl)cc2)no1)C(=O)c1cccs1,52%[activator][38.3 µM],11%,17%,4%,-1.1%,?,-30%
O=C1c2ccccc2S(=O)(=O)N1Cc1cccc(S(=O)(=O)N2CCOCC2)c1,4%[38.3 µM],4%,9%,16%,0.8%,-6%[46.1 µM],0%
O=C(NC(=S)Nc1nc2c(s1)CCCC2)c1ccccc1,-5%,-9%,0%,-6%,3.0%,-54%,-3%
Cc1cc(C(=O)N/N=C/c2cc(Cl)cc([N+](=O)[O-])c2O)c2ccccc2n1,-2%,?,4%,-2%,-1.6%,-1%,16µM*
CC(=O)Oc1ccc(/C=C2\N=C(C3CCCCC3)OC2=O)cc1,3%,.,0%,2%,-2.6%,-38%,13%
O=C(/C=C/c1ccccc1)N1CCCN(C(=O)/C=C/c2ccccc2)CC1,9%[38.3 µM],0%,1%,-1%,0.3%,-5%[46.1 µM],-1%
O=C(/C=N/O)Nc1ccccc1C(=O)O,31%[activator][38.3 µM],.,0%,0%,0.0%,2%[46.1 µM],8%
Cc1cccc(C(=O)N[C@H](C(=O)OCC(=O)NC(=O)c2cccn2C)C(C)C)c1,-1%,3%,-10%,-1%,0.0%,24%,-6%
N#Cc1c(-c2ccc(Cl)cc2)nc2n(c1=O)CCCS2,?,12%,2%,-1%,-1.4%,-8%[46.1 µM],-1%
CC(=O)NC1(c2ccccc2)CCN(CC(=O)N2CCC(C)CC2)CC1,18%,4%,-1%,-1%,0.0%,-15%,14%[9.22 µM]
CCN(CCCNC(=O)c1ccc(N2CCCC2=O)cc1)c1cccc(C)c1,-13%[38.3 µM],-5%,-4%,0%,-0.9%,-8%[46.1 µM],5%
O=C(/C=C/Nc1ccc(S(=O)(=O)Nc2cnc3ccccc3n2)cc1)c1ccccc1,.,.,19%,.,1.8%,-8%,-2%[9.22 µM]
CCOC(=O)C1(Cc2ccccc2C(F)(F)F)CCN(C(C)COC)CC1 (stereo unspecified),5%,-4%,18%,.,-1.2%,0%,0%[9.22 µM]

# The list continues:
canonical_smiles,IMPase Li inh,L3MBTL1 block,CBFb-RUNX1 inh,Luc counter,Epigenetic derep,NPSR antagonist,HTT aggregate
CCN(CC)CCn1c(-c2ccccc2)nc(=S)c2c1CC(C)(C)OC2,-1%[38.3 µM],.,3%,-1%,-1.0%,-9%[46.1 µM],14%
COC(=O)CCN(C(=O)c1cccc([N+](=O)[O-])c1)c1ccccn1,11%,10%,6%,1%,4.3%,6%,25%
Nc1nc(SCC(=O)Nc2cc(S(=O)(=O)N3CCOCC3)ccc2Cl)n[nH]1,0%,6%,7%,-2%,-0.4%,9%,6%
CC(O)CNc1nc2sc3c(c2c(=O)n1Cc1ccco1)CCCCC3 (stereo unspecified),.,-3%,-3%,.,-1.2%,?,5%[9.22 µM]
O=C1N(Cc2cccc(Cl)c2)C[C@@H]2C[C@@H](c3cccn3-c3ccccn3)N3CCC[C@@]123,17%,-11%,15%,0%,-1.1%,25%,5%[9.22 µM]
C(=N\c1nc2ccccc2n1Cc1ccccc1)/c1cccs1,-7%[38.3 µM],5%,2%,-3%,0.0%,-13%[46.1 µM],?
C=CCN(N=Nc1cccc([N+](=O)[O-])c1)c1cccc([N+](=O)[O-])c1,15%[38.3 µM],.,?,-2%,9.5%,-30%[46.1 µM],2%
COC(=O)COc1ccc(Oc2cc(C)nc(SC)n2)nn1,-7%[38.3 µM],-8%,2%,1%,-0.2%,-1%[46.1 µM],15%
COC(=O)c1ccc2c(c1)C(=O)/C(=C/c1ccc(O)cc1)O2,2%,-1%,11%,-4%,1.9%,-29%,-6%
Cc1c(C(=O)N(C)C2CCCCC2)sc2nc3ccc(N)cc3n12,12%,.,2%,3%[39.9 µM],1.9%,.,.
CCOc1ccccc1N1CCN(C(=O)c2cc(C)oc2C)CC1,21%[38.3 µM],.,0%,3%,-1.0%,-11%[46.1 µM],17%
O=C(O)c1ccc(/C=N/Nc2nc(N3CCCCC3)nc(N3CCCCC3)n2)cc1,.,.,3%,.,0.0%,-33%,-22%[9.22 µM]
N[C@H](C(=O)O)c1ccc(C(=O)O)cc1,-9%&9%,.,3%,0%,-0.2%&3.1%,.,.
O=c1cc(Cc2nnc(SCc3ccccc3)n2-c2ccc(Cl)cc2)[nH]c(=O)[nH]1,-1%,.,-5%,-1%,1.0%,10%,-10%
CCCC(=O)Nc1nc(CC(=O)OCC)cs1,-1%,26%,-2%,1%,-1.1%,20%,17%

# Assay outcomes deposited in PubChem by National Center for Advancing Translational Sciences (NCATS).
